TbMetRS inhib – T. brucei MetRS inhibitors, primary screen, biochemical, luminescence; 0.4% of 360,000 active; inhibition, % at 11.9 µM; AID 624268, 2012; purified T. brucei MetRS, ATP depletion, Kinase-Glo luminescence; methionyl-tRNA synthetase (Trypanosoma brucei brucei);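 active = inhibition above a per-plate cutoff of the control wells' mean inhibition plus 3 SD, cut at about 5.5% in these data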;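 note: 0% = DMSO wells median and 100% = median of wells with control inhibitor compound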
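Material: parasite MetRS enzyme / Replication: singlicate, one well per compound / Signal: luminescence of leftover ATP / Schedule: 2 h aminoacylation at 25 °C after 15 min preincubation / Medium: HEPES-MgCl2-KCl buffer plus DTT, spermine, BSA, pyrophosphatase / Doses: 11.9 µM single point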
Scp-1 inhibitor – Scp-1 phosphatase inhibitors, primary screen, biochemical, colorimetric, uHTS. Carboxy-terminal domain RNA polymerase II polypeptide A small phosphatase 1 (Homo …. Recombinant Scp1, phosphopeptide, malachite green phosphate absorbance. inhibition, % at 20 µM. 0.88% of 340,000 active. AID 493091, 2011;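 active = inhibition above about 50% at 20 µM, limit read from the data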;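 note: plate controls were DMSO wells with enzyme for no effect and wells lacking enzyme for full effect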
Target sequence (Q9GZU7 76-261 limits assumed): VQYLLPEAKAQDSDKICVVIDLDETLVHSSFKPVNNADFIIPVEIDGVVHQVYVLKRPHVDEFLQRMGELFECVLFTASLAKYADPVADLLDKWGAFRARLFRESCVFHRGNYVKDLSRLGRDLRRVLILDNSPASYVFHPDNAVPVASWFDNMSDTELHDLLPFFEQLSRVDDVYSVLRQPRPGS
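Test system: SCP-1 catalytic domain; Buffer or medium: Acidic Tris acetate buffer with magnesium and detergent; Also added: Phosphorylated 17-residue peptide substrate; Compound: single 20 µM dose, 1% DMSO; Schedule: enzyme reaction 45 min at room temperature, colour 5 min, stabilisation 30 min; Signal: Phosphate-binding colour reagent, absorbance read at 630 nm.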
DNMT1 block – human DNMT1 methyltransferase inhibitors, primary screen, biochemical, molecular beacon, fluorescence, HinP1I cleavage, uHTS; 0.83% of 360,000 active; AID 588458, 2011; inhibition (reported as % activation of signal), % at 10 µM; in the data active = inhibition above about 50%
STEP block – STEP phosphatase inhibitors, primary screen, biochemical, fluorescence intensity, uHTS | recombinant STEP, OMFP fluorogenic substrate | inhibition, % at 20 µM | 0.25% of 360,000 active;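 active = inhibition at 20 µM, scaled per plate between control wells, above about 37%, limit read from the data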;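 note: 0% = DMSO with enzyme and substrate and 100% = substrate only without enzyme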
Target sequence (P54829 whole entry, looked up): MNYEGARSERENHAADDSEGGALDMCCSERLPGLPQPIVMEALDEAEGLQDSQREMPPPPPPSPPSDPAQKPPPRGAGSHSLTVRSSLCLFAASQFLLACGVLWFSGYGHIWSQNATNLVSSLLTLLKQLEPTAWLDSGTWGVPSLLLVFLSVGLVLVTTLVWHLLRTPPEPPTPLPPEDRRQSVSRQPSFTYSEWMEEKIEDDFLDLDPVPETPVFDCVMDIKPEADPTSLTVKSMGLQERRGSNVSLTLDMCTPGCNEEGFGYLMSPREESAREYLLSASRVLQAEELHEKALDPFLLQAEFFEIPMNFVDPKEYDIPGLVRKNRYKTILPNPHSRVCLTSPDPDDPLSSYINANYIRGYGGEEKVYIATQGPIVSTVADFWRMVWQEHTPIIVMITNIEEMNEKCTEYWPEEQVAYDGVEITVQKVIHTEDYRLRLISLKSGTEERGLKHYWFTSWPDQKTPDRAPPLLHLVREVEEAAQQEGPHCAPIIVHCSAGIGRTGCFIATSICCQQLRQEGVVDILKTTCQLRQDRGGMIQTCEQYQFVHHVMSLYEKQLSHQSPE
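System: STEP phosphatase, cell-free reaction; Buffer or medium: Bis-Tris pH 6.0 buffer with DTT, detergent; Incubation: 20 min at room temperature, dark; Measured by: fluorescence, 480/540 nm.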
MLLE-PAM2 inh – inhibitors of PABP1 MLLE–PAM2 peptide binding, primary screen, biochemical, fluorescence polarization, FITC-PAM2, GST-MLLE. inhibition, % at 20 µM. Polyadenylate-binding protein 1 (Homo sapiens), P11940. AID 588489, 2011. 0.36% of 360,000 active; in the data active = inhibition above about 35%, passing the limit was not always enough;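 note: plate controls were DMSO wells with GST-MLLE for no effect and wells lacking GST-MLLE protein for full effect; some results filed as inactive read as strong as hits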
CSN deneddyl inh – inhibitors of CSN-mediated cullin deneddylation, primary screen, biochemical, fluorescence polarization, uHTS; Purified CSN, SCF-Nedd8-OG deneddylation; 0.38% of 360,000 active; inhibition, % at 12.5 µM; COP9 signalosome complex subunit 5 (Homo sapiens), Q92905;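 active = pattern-corrected inhibition above about 35%, with an unprinted fluorescence ratio check between 0.5 and 1.5, limit read from the data, passing the limit was not always enough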;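 note: 0% = enzyme with substrate and 100% = substrate without enzyme; some results filed as inactive read as strong as hits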
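Material: human Csn5 produced in HEK293T cells; Input: enzyme 0.24 nM; Reagent: SCFSkp2-Nedd8OG substrate at 10 nM final; Dosing: 12.5 µM compound; Incubation: 90 min reaction at room temperature; Detection: fluorescence polarization of the substrate; Evaluation: % inhibition of substrate cleavage by Csn5; Control set: substrate-only high control, full reaction low control.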
LMPTP block – LMPTP phosphatase inhibitors, primary screen, biochemical, fluorescence intensity, uHTS. Low molecular weight phosphotyrosine protein phosphatase (Homo sapiens), P24666. recombinant LMPTP-A, OMFP fluorogenic substrate. inhibition, % at 20 µM. 0.22% of 360,000 active;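 active = compounds that cut the enzyme signal by at least half of the control window in the single-dose screen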;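 note: plate controls were DMSO wells with enzyme plus substrate for no effect and substrate without enzyme for full effect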
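Test system: LMPTP-A, protein tyrosine phosphatase of low molecular weight; Input: 0.625 nM enzyme; Incubation: 50 min dark incubation at room temperature; Signal: endpoint fluorescence intensity from OMFP dephosphorylation; Read-out basis: % inhibition versus control wells.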
Rpn11 block – Rpn11 (PSMD14) deubiquitinase inhibitors, primary screen, biochemical, fluorescence polarization, uHTS; 0.59% of 360,000 active; human 26S proteasome, Ub4-pepOG fluorescence polarization; 20S core pre-blocked with epoxomicin; calls only at 20 µM;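 active = inhibition at 20 µM, scaled to each plate's controls, above about 33%, limit read from the data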
Target sequence (O00487 whole entry, looked up): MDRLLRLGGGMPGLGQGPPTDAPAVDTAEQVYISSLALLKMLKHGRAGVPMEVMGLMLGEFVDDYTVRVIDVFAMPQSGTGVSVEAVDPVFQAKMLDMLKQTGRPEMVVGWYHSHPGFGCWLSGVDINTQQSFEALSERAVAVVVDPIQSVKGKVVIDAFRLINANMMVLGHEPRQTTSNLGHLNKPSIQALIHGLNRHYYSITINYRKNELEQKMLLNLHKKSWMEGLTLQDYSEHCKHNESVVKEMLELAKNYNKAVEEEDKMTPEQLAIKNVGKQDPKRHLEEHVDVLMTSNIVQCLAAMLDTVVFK
NadD inh – inhibitors of S. aureus NadD, primary screen, biochemical, colorimetric, uHTS | 0.78% of 360,000 active | Nicotinate-nucleotide adenylyltransferase NadD (Staphylococcus aureus N315) | purified NadD enzyme, colorimetric absorbance read-out | inhibition, % at 20 µM; in the data active = inhibition above about 26%; note: some compounds past the cut are filed as inactive
SUMO1-SIM PPI – modulators of SUMO1 protein-protein interactions, primary screen, biochemical, uHTS. Small ubiquitin-related modifier 1 (Homo sapiens), P63165. SUMO1 binding to a labelled peptide, TR-FRET, 1 h. inhibition, % at 20 µM. 0.33% of 360,000 active. AID 602429, 2012; in the data active = inhibition above about 37%
* marks the source's active call; other numbers are inactive results; i = inactive; . = no result given.

molecule | TbMetRS inhib | Scp-1 inhibitor | DNMT1 block | STEP block | MLLE-PAM2 inh | CSN deneddyl inh | LMPTP block | Rpn11 block | NadD inh | SUMO1-SIM PPI
C[C@@H]1CN([C@@H](C)CO)C(=O)CCCn2nncc2CO[C@H]1CN(C)S(=O)(=O)c1ccc(-n2cccn2)cc1 | -0.3 | . | -0.5 | -1.4 | 5.3 | 1.6 | -1.6 | i | -0.3 | 3.2
CCOC(=O)c1ccc(-c2ccc(C(=O)Nc3cccnc3)o2)cc1 | -0.5 | -5.6 | -14.9 | 3.1 | 9.9 | 2.7 | 2.3 | i | 7.5 | -14.2
Brc1ccc(-c2noc(CCc3ccccc3)n2)o1 | -0.3 | -4.2 | 2.5 | -1.4 | -9.2 | -3.6 | 1.5 | i | -8.3 | 2.0
COc1cccc(C2C(C#N)=C(N)Oc3cc(C)n(Cc4ccco4)c(=O)c32)c1 (stereo not drawn) | 3.9 | -15.4 | 41.6 | 1.6 | -49.0 | 23.0 | 0.1 | i | 14.6 | 18.9
c1cc2nc(C34CC5CC(CC(C5)C3)C4)[nH]c2cn1 | 0.7 | -4.0 | -0.4 | 0.0 | -7.2 | 5.4 | 8.7 | i | 1.0 | -1.8
Cc1ccc(CNC(=O)C2CCN(S(=O)(=O)c3c(C)noc3/C=C/c3ccco3)CC2)cc1 | -0.6 | -14.6 | -11.3 | -1.0 | -26.5 | 7.4 | 4.1 | i | 6.6 | -3.2
Cn1c(SCC(=O)Nc2ccc3cn[nH]c3c2)nnc1-c1cccs1 | 0.5 | -2.2 | -1.1 | -0.1 | -6.4 | 4.4 | -1.1 | i | 3.4 | 1.4
Cc1cnc(C(=O)OCC(=O)Nc2cc(Cl)ccc2C#N)cn1 | -0.2 | -15.3 | -3.5 | -2.4 | -21.1 | 0.9 | 0.1 | i | 1.0 | 2.0
CNS(=O)(=O)c1cc(NC(=O)c2cncn2-c2ccccc2)ccc1C | -0.6 | -6.4 | -3.1 | -0.4 | 9.8 | -3.8 | -7.7 | i | -4.5 | -11.3
CCCc1cc(=O)[nH]c(SCC(=O)N(C)CC(=O)Nc2ccc(C)cc2)n1 | -0.5 | 0.3 | 1.9 | 0.3 | 5.4 | -0.2 | -0.3 | i | -2.7 | 5.4
O=C(O)c1ccccc1-c1ccccc1C(=O)Nc1nc2ccccc2s1 | -0.5 | -0.7 | -4.1 | 1.6 | -0.2 | -0.9 | -0.3 | i | 3.6 | 5.9
CCN1CCN(c2ccc(S(=O)(=O)N3CCCCC3)cc2NC(=O)c2cc3ccccc3o2)CC1 | -0.6 | 5.2 | -4.6 | 2.2 | -1.9 | 2.5 | 2.4 | i | -0.1 | 3.8
Cc1ccc(NCSc2ccc(Cl)cc2)cc1 | -0.2 | -7.7 | -6.1 | 3.4 | 30.5 | 8.0 | 1.7 | i | -0.1 | 4.6
N/C(COc1cccc(Cl)c1)=N\O | 2.6 | -3.8 | -5.1 | -1.1 | 11.6 | -3.7 | 0.5 | i | 7.9 | 2.5
COc1cc(OC)cc(C(=O)N2CC(=O)Nc3ccccc32)c1 | -0.3 | -2.2 | 1.2 | 0.2 | -8.5 | -1.4 | -0.1 | i | -3.5 | 8.5

Following part.
molecule | TbMetRS inhib | Scp-1 inhibitor | DNMT1 block | STEP block | MLLE-PAM2 inh | CSN deneddyl inh | LMPTP block | Rpn11 block | NadD inh | SUMO1-SIM PPI
FC(F)Oc1ccc(-c2csc(NNC3=NCCCCC3)n2)cc1 | -0.2 | 4.6 | -25.3 | 0.9 | 15.3 | -7.6 | -0.8 | i | 2.9 | -5.9
Cc1ccc(-n2c(SCCN)nnc2-c2cccc(C)c2)cc1 | -0.9 | -2.0 | -2.1 | 0.5 | -105.0 | 4.1 | -2.6 | i | -5.5 | -3.0
Oc1ccc(N=Nc2ccccc2-c2nn[nH]n2)c(O)c1 | -0.2 | 23.9 | 2.2 | 2.0 | 11.0 | 5.2 | 4.4 | i | -1.6 | 5.0
CNC(=O)CSc1nnc(-c2cnccn2)n1C | -0.2 | -8.3 | -1.3 | 0.4 | 8.5 | -0.5 | -0.7 | i | -7.3 | 1.1
CCOC(=O)c1ccc(/C=N/O)[n+](Cc2ccccc2)c1 | -0.6 | 12.0 | 1.3 | -3.2 | 26.2 | -3.4 | 0.3 | i | -4.3 | -32.3
Cc1ccc(C(=O)C(C)OC(=O)Cn2cnc3c2c(=O)n(C)c(=O)n3C)cc1 (stereo not drawn) | -0.4 | -4.7 | 5.5 | -0.1 | -4.5 | -5.1 | -2.7 | i | -0.1 | 5.4
CC(C)(C)CC(=O)Nc1nnc(SCC(=O)NCc2cccs2)s1 | -0.4 | -8.1 | -1.1 | 0.2 | -16.7 | 4.1 | 0.0 | i | 1.2 | 1.1
Cc1cc(C)nc(NC2=NCC(=O)N2c2ccccc2Br)n1 | 0.1 | -12.9 | 0.3 | 1.5 | 5.5 | 1.4 | -0.4 | i | -0.1 | 3.0
CCOc1ccccc1CN1C(=O)c2ccccc2C1C(=O)NC(C)CC (stereo not drawn) | 0.4 | -9.5 | 1.4 | -1.2 | 2.1 | -0.9 | -1.9 | i | 0.7 | 2.8
Cn1c(=NC(=O)c2ccc(S(=O)(=O)N3CCCc4ccccc43)cc2)sc2cc(S(C)(=O)=O)ccc21 | -0.8 | -7.6 | -6.6 | 2.6 | -3.5 | 0.0 | -1.5 | i | 13.5 | -1.7
CCOc1ccc(CCNC(=O)CCC(=O)c2cccs2)cc1OCC | -0.4 | -7.9 | -0.9 | -1.8 | 0.8 | -3.4 | -1.9 | i | 2.9 | -3.7
Cc1ccc(Cl)cc1NC(=O)CC1NC2CCCCC2NC1=O (stereo not drawn) | -0.8 | -1.3 | -1.9 | 0.1 | -1.0 | -2.8 | 0.0 | i | -1.7 | -3.1
CCOc1ccc2nc(SCC(=O)NCc3ccc(OC)cc3)[nH]c2c1 | 0.3 | -10.0 | 1.1 | 3.4 | -12.3 | -2.3 | -2.3 | i | -1.5 | 4.7
Cc1ccc(NC(=O)C2CCN(C(=O)c3cccs3)CC2)c(C)c1 | -0.6 | 98.7* | 2.0 | -1.8 | -146.5 | 2.5 | -2.6 | i | 6.6 | 2.9
CC1CCCC(C)N1C(=O)COC(=O)c1ccccc1C(=O)c1ccccc1 (stereo not drawn) | -0.2 | . | -0.2 | -1.4 | 4.6 | -1.7 | -1.5 | i | 1.0 | -2.1

New compounds follow
molecule | TbMetRS inhib | Scp-1 inhibitor | DNMT1 block | STEP block | MLLE-PAM2 inh | CSN deneddyl inh | LMPTP block | Rpn11 block | NadD inh | SUMO1-SIM PPI
COc1ccc(C(Cl)=C(C=O)c2ccc(OC)c(OC)c2)cc1OC | -1.1 | . | -2.5 | 2.6 | 14.7 | -1.3 | -0.4 | i | 1.4 | -1.9
Cc1cnc(NC(=O)c2ccc(Cl)nc2)s1 | -1.9 | 9.0 | 9.8 | 2.3 | -7.1 | -4.4 | -1.9 | i | 0.1 | -1.1
O=C(COC(=O)/C=C/c1ccco1)Nc1ncc(C(F)(F)F)cc1Cl | 0.1 | 76.3* | 70.7* | 33.3 | 1.2 | 17.7 | 13.4 | i | -1.1 | -1.7
COc1ccc(NS(=O)(=O)c2cc(NC(=O)c3ccc(=O)[nH]c3)ccc2C)cc1 | -0.4 | -4.3 | -14.8 | -2.9 | -47.0 | -7.0 | -0.2 | i | 3.2 | 14.3
CCOC(=O)C1(Cc2cccc(OC)c2)CCN(Cc2cccn2-c2ccccn2)CC1 | -1.0 | 6.8 | -0.6 | 0.4 | 18.4 | 4.5 | 1.4 | i | 1.7 | -6.0
NCCNc1ccc([N+](=O)[O-])cc1 | -0.7 | -2.0 | 0.1 | -0.8 | 0.0 | -0.4 | -0.2 | i | -8.2 | -20.5
COc1cccc(NC(=O)COC(=O)c2ccccc2F)c1 | -0.1 | -10.7 | -2.8 | -3.2 | 8.6 | 0.5 | -0.7 | i | -15.7 | -0.5
Cc1nonc1OCCNC(=O)C12CC3CC(CC(C3)C1)C2 | 0.0 | 1.6 | 0.6 | 0.3 | -5.3 | 0.9 | -0.8 | i | -1.4 | 2.1
O=C1C2CCCCC2C(=O)N1c1ccc(NC2CCCCC2)c([N+](=O)[O-])c1 (stereo not drawn) | -0.7 | -10.1 | -4.4 | 2.8 | 3.8 | -8.5 | 3.9 | i | 1.4 | -30.6
CC1CCCC/C1=N\NC(=S)NCCc1ccccc1 (stereo not drawn) | -0.4 | -0.7 | 0.5 | -0.8 | 22.5 | -3.0 | 0.0 | i | -6.3 | -7.1
COc1ccc(C(=O)CSc2ccc(-c3ccccc3)nn2)cc1 | -0.8 | 0.0 | -0.6 | 0.6 | 5.5 | 0.0 | 1.7 | i | -1.1 | 2.2
CC1CCCCN1CC(=O)Nc1ccccc1Sc1ccccc1 (stereo not drawn) | 0.1 | -1.2 | 7.5 | -1.2 | -26.6 | 6.5 | 1.5 | i | 1.5 | -3.2
COc1ccccc1-c1coc2cc(OCC(=O)OCc3ccccc3)ccc2c1=O | -0.4 | -11.7 | -0.9 | 0.7 | -1.9 | -6.4 | 0.9 | i | -5.2 | -1.2

Retrieved one by one from the list above:
molecule | TbMetRS inhib | Scp-1 inhibitor | DNMT1 block | STEP block | MLLE-PAM2 inh | CSN deneddyl inh | LMPTP block | Rpn11 block | NadD inh | SUMO1-SIM PPI
CC1CCCCN1CC(=O)Nc1ccccc1Sc1ccccc1 (stereo not drawn) | 0.1 | -1.2 | 7.5 | -1.2 | -26.6 | 6.5 | 1.5 | i | 1.5 | -3.2
NCCNc1ccc([N+](=O)[O-])cc1 | -0.7 | -2.0 | 0.1 | -0.8 | 0.0 | -0.4 | -0.2 | i | -8.2 | -20.5
COc1ccc(C(Cl)=C(C=O)c2ccc(OC)c(OC)c2)cc1OC | -1.1 | . | -2.5 | 2.6 | 14.7 | -1.3 | -0.4 | i | 1.4 | -1.9
